# Dengue-2 NS5 capping: Dengue-2 NS5 methyltransferase inhibitors, primary screen, biochemical, confirmation dose response (AID 588689); Genome polyprotein (Dengue virus type 2 (strain 16681-PDK53)); Dengue-2 NS5 methyltransferase capping enzyme assay, biochemical; higher % means a stronger effect; 340,000 tested, 0.3% active; inhibition, % at 25 µM, or IC50 in µM where a hit was titrated; in the data active = a potency from the dose series; inconclusive = inhibition above about 29% without an active follow-up result
# ER stress rescue: rescue of cells from ER stress-induced death, primary screen, 384-well, CSM14.1, thapsigargin, ATP luminescence (AID 1222); 190,000 tested, under 10 active; CSM14.1 thapsigargin-induced death rescue, ATP luminescence; higher % means a stronger effect; cellular ATP content (survival), % at 20 µM, or EC50 in µM where a hit was titrated;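 active = EC50 below 50 µM in the dose-response confirmation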;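 also: death triggered by thapsigargin at about 15 µM added after 2 h compound pretreatment; cell ATP read after overnight thapsigargin exposure of roughly 18 to 22 hours; normalized against plate controls of thapsigargin alone and 5% DMSO vehicle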
# Salmonella PhoP GFP: inhibitors of PhoP regulon expression, primary screen, Salmonella Typhimurium, GFP reporter (AID 1863); S. Typhimurium PhoP-regulated promoter GFP reporter, 4 h; higher % means a stronger effect; inhibition, % at 50 µM, or IC50 in µM where a hit was titrated; 300,000 tested, 0.16% active;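 active = inhibition over 29.93%, a cutoff 3 SD above the screen mean, later confirmed by dose response; inconclusive = inhibition over 29.93% but no dose response follow-up; inactive = inhibition at most 29.93% or unconfirmed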;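 also: 0% = low Mg2+ inducing control and 100% = high Mg2+ repressing control; strong numbers were not always called active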
# RSV antiviral HEp-2: RSV antiviral activity via CPE protection, HEp-2 cells, primary 10 µM value included (AID 2391); HEp-2 cells, RSV-induced CPE inhibition; higher % means a stronger effect; 310,000 tested, 0.13% active; CPE inhibition, % at 10 µM, or IC50 in µM where a hit was titrated; in the data active = a potency from the dose series; inconclusive = CPE inhibition mostly from about 23% at the one dose, without a potency; inactive = the rest, 99 in 100 with CPE inhibition below about 21%; also: strong numbers were not always called active
# Rac1 GTP hydrolysis: MgcRacGAP GTPase-activating activity inhibitors, confirmation, biochemical, ADP Hunter fluorescence; 340,000 tested, 0.6% active; MgcRacGAP-stimulated Rac1 GTP hydrolysis, ADP Hunter fluorescence; higher % means a stronger effect; GST-tagged Rac1 F28L mutant substrate; inhibition, % at 30 µM; hits with a dose series show IC50 in µM; AID 624330, 2012;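 active = first-screen hits whose inhibition reached a set limit at any dose in the follow-up dose series; inconclusive = inhibition above the set first-screen limit but never retested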;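 also: fluorescence reports GDP produced by GAP-driven GTP hydrolysis; strong numbers were not always called active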
# LYP inhibition: inhibitors of LYP phosphatase, biochemical, fluorescence intensity, uHTS (AID 1779). recombinant LYP phosphatase, fluorescence intensity; higher % means a stronger effect. inhibition, % at 11.5 µM, or IC50 in µM where a hit was titrated. 290,000 tested, 0.054% active; in the data active = inhibition above about 50%;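 also: plate controls were vehicle with enzyme for no effect and no enzyme for full effect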
# GPR35 antagonists: GPR35 antagonists blocking zaprinast-driven arrestin recruitment, primary screen, imaging, U2OS, beta-arrestin-GFP, zaprinast agonist (AID 2058); G-protein coupled receptor 35 (Homo sapiens); U2OS GPR35 beta-arrestin-GFP translocation imaging, zaprinast antagonism; higher % means a stronger effect; inhibition, % at 10 µM, or IC50 in µM where a hit was titrated; 290,000 tested, 0.052% active;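 active = inhibition of at least 50% with at least 30 cells and total cytoplasm GFP at most 10,000,000; inconclusive = under 30 cells or total GFP of 10,000,000 plus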
# Large T inhibition: SV40 large T antigen inhibitors, biochemical (AID 1903); SV40 large T antigen ATPase/helicase inhibition assay; higher % means a stronger effect; one-dose inhibition, % at 20 µM; IC50 in µM for titrated hits; 310,000 tested, 0.39% active; in the data active = a potency from the dose series; inconclusive = inhibition mostly from about 32% at the one dose, without a potency; inactive = the rest, 99 in 100 with inhibition below about 32%; also: strong numbers were not always called active
# West Nile virus CPE: West Nile virus antiviral activity, cell-based, CPE readout (AID 1621). West Nile virus-infected cells, CPE inhibition; higher % means a stronger effect. CPE inhibition, % at 10 µM, or IC50 in µM where a hit was titrated. 290,000 tested, 0.02% active; in the data active = a potency from the dose series; inconclusive = CPE inhibition mostly from about 3.7% at the one dose, without a potency; inactive = the rest, 99 in 100 with CPE inhibition below about 2.2%; also: strong numbers were not always called active
# Dengue-2 NS5 capping pilot replicate: recorded beside Dengue-2 NS5 capping, whose call it bears; inhibition, %; measured here: pilot screen replicate inhibition
# * = called active by the depositor; ? = inconclusive; / = not tested or not shown. Some of the compounds tested; the hit share may differ from the screen's.
SMILES,Dengue-2 NS5 capping,ER stress rescue,Salmonella PhoP GFP,RSV antiviral HEp-2,Rac1 GTP hydrolysis,LYP inhibition,GPR35 antagonists,Large T inhibition,West Nile virus CPE,others
O=C(CN1CC=C(c2ccccc2)CC1)NC(=O)NC1CCCCC1,-24%,-5.7%,4%,0.0%,-26%,-6%,5%,3%,-1.2%,
O=C1/C(=C/c2ccc3c(c2)OCO3)N2CCC1CC2,3%,-2.1%,3%,0.8%,-6%,-2%,-2%,-3%,0.0%,
CCC(C)N1C(=O)/C(=C\c2cnc(N(C)C)nc2)C(=O)NC1=S (stereo unspecified),-15%,0.7%,4%,-0.1%,-1%,-3%,-19%,16%,0.1%,
COc1ccc(C(=O)NC(=S)N2C[C@H]3C[C@H](C2)c2cccc(=O)n2C3)cc1OC,-1%,/,7%,/,3%,-6%,0%,6%,0.1%,
CCC12CN3CCN(CC(C3)C1O)C2 (stereo unspecified),-5%,-1.2%,2%,0.1%,-6%,-2%,5%,6%,0.1%,
COc1ccc(N=Cc2c(O)n(CC3CCCO3)c(=O)[nH]c2=O)cc1 (stereo unspecified),-14%,-2.2%,-33%,3.1%,13%,-4%,6%,18%,0.1%,
CCN1CCN(c2ccc(N)cc2)CC1,-6%,9.5%,-9%,1.1%,?,-10%,18%,38%,-0.5%,
COc1ccc(-n2c(O)c(C=NCc3ccc4c(c3)OCO4)c(=O)[nH]c2=O)cc1,2%,/,-3%,0.9%,5%,-3%,-1%,11%,0.1%,
O=C(N/N=C/c1c(O)n(CCc2ccc(F)cc2)c(=O)[nH]c1=O)c1ccncc1,-17%,-0.2%,-3%,-0.8%,11%,1%,3%,-20%,0.3%,
O=C(CCCOc1ccc(Cl)cc1Cl)N1CCC2(CC1)OCCO2,-9%,2.6%,-5%,-0.7%,6%,-3%,-5%,20%,-0.2%,
N=C1c2ccccc2CN1NC(=O)c1ccc(Br)o1,0%,/,-1%,1.4%,-1%,-3%,1%,5%,-0.3%,
CC(N)Cc1c[nH]c2c1ccc1ccccc12 (stereo unspecified),-3%,/,15%,-0.8%,12%,-4%,-4%,27%,-1.1%,
COc1ccc(-n2c(O)c(C=NCCN(C)C)c(=O)[nH]c2=O)cc1,-10%,/,-1%,0.4%,0%,-6%,6%,10%,0.3%,
C[N+]1(C)C2CC[C@H]1CC(OC(=O)C(CO)c1ccccc1)C2 (stereo partly specified),-1%,/,-1%,-1.2%,5%,/,/,-3%,/,
CCN1C(=O)C(=C2C=C(C)N(Cc3ccco3)C(C)=C2)C(=O)N(CC)C1=S,-13%,-1.0%,-7%,0.7%,12%,1%,-1%,13%,-0.8%,
COc1ccc(OC)c(C(O)C2CCCCN2)c1 (stereo unspecified),-9%,/,-5%,1.3%,7%,3%,0%,7%,-0.4%,
COC(=O)C(O)(c1ccc2c(c1)CCCN2)C(F)(F)F (stereo unspecified),1%,-0.1%,-13%,0.9%,1%,-7%,-16%,0%,0.7%,
Cc1ccc(-n2c(-c3ccc([N+](=O)[O-])cc3)nc3ccccc3c2=O)cc1,-5%,-1.9%,-5%,2.4%,7%,4%,-10%,3%,-0.2%,
COc1ccc(N2C(=O)NC(=O)/C(=C\c3cn(CC(=O)N4CCOCC4)c4ccccc34)C2=O)c(OC)c1,-1%,/,/,0.5%,21%,-12%,-13%,/,-0.6%,
Cc1nc2cc(C(F)(F)F)ccc2n1C1CCN(Cc2nnnn2Cc2ccc3c(c2)OCO3)CC1,-7%,-1.3%,-9%,?,10%,-8%,-4%,4%,-0.2%,
CC(Cc1ccccc1)NC(=O)Cc1ccc([N+](=O)[O-])cc1 (stereo unspecified),-3%,/,2%,-0.7%,-2%,-4%,3%,-2%,-0.8%,Dengue-2 NS5 capping pilot replicate=-1.8
Clc1ccc(C2NCCc3[nH]cnc32)cc1 (stereo unspecified),-4%,-2.1%,10%,1.3%,8%,0%,7%,0%,-0.7%,
O=c1c2ccccc2nc(-c2ccccc2)n1-n1cccc1,2%,0.4%,3%,0.1%,11%,-3%,-2%,0%,0.1%,
COc1ccc(C2NCc3ccccc3-n3cccc32)cc1 (stereo unspecified),1%,-1.7%,10%,0.7%,8%,0%,2%,-12%,-0.6%,
CC(C(=O)N1CCC2(CC1)OCCO2)C1Sc2ccccc2NC1=O (stereo unspecified),6%,-1.6%,0%,0.6%,10%,-11%,2%,3%,0.0%,
O=C(O)C1C2CCC(O2)C1C(=O)Nc1ccc(Cl)cc1 (stereo unspecified),/,0.5%,1%,6.9%,/,-6%,-10%,14%,0.7%,
O=c1[nH]c(=S)n(-c2ccccc2)c(O)c1C=NCCN1CCNCC1,-3%,/,19%,1.2%,6%,-2%,0%,3%,-0.2%,
FC(F)(F)c1ccccc1CNCCc1c[nH]c2ccccc12,-8%,/,5%,0.2%,24%,-8%,-8%,7%,-0.5%,
Brc1ccc(-[n+]2c(-c3ccccc3)cc(-c3ccccc3)cc2-c2ccccc2)cc1,-4%,/,1%,9.2%,8%,/,/,9%,/,
COc1ccccc1-n1c(O)c(C=NCCN2CCNCC2)c(=O)[nH]c1=O,-5%,1.5%,23%,0.6%,2%,1%,-2%,-2%,-0.2%,
C[n+]1c(-c2ccccc2)cc(-c2ccc(O)cc2)cc1-c1ccccc1,-14%,-1.2%,-8%,-0.4%,12%,2%,-4%,19%,-0.1%,
CN1CCc2nc(SCc3cccc(Br)c3)c(C#N)cc2C1,6%,/,0%,3.3%,8%,2%,5%,10%,-0.7%,
CC(=O)C1(c2ccccc2)CCN(C(=O)C2CCC(=O)N(CCc3cccc(F)c3)C2)CC1 (stereo unspecified),-4%,/,9%,0.3%,8%,-8%,-4%,8%,-0.8%,
Oc1ccc(CC2CC3CCN2CC3)cc1O (stereo unspecified),-4%,4.1%,-2%,0.2%,-16%,4%,11%,-10%,0.1%,
CCN1C(=O)C(=Cc2cc(C)n(C3CC3)c2C)C(=O)N(CC)C1=S,-6%,-1.8%,8%,2.6%,6%,-2%,20%,18%,-0.4%,
O=Cc1c(C(=O)O)n(Cc2ccccc2Cl)c2ccccc12,-4%,22%,6%,-0.1%,-2%,-4%,12%,24%,1.3%,
CC(=NCc1ccco1)c1c(O)n(-c2ccc(Cl)cc2)c(=O)[nH]c1=O,-4%,/,-9%,0.1%,8%,2%,3%,7%,-0.1%,
Cc1cc(C(=O)CS(=O)(=O)c2ccccc2)cc(C)c1OC(=O)N(C)C,-8%,0.0%,4%,-0.7%,0%,0%,-1%,5%,-0.7%,
Cc1ccc(S(=O)(=O)N2CCCC2c2cccnc2)cc1 (stereo unspecified),-4%,/,-6%,0.0%,-1%,-9%,8%,-2%,-0.1%,
Cc1cc(C)c(C(=O)N2CCC3(CC2)OCCO3)c(C)c1,2%,/,-7%,1.1%,-5%,-4%,3%,10%,0.8%,
C[C@]12CC[C@H](O)C[C@@H]1CC[C@@H]1[C@@H]2CC[C@]2(C)C(=O)CC[C@@H]12,-1%,/,3%,2.3%,5%,-9%,2%,16%,-0.6%,
CCOC(=O)C(C)(CC)NC(=O)CSP(=S)(OCC)OCC (stereo unspecified),-6%,-0.7%,9%,1.4%,5%,2%,-14%,0%,-0.4%,
CCN1CCN(C(=O)Cc2coc3ccc4ccccc4c23)CC1,-4%,0.5%,3%,0.2%,2%,0%,-4%,18%,-0.1%,
CC(=O)c1cccc(NC2=NCC(C)S2)c1 (stereo unspecified),-3%,-0.6%,1%,2.7%,8%,-8%,0%,2%,0.8%,
CNCCc1c(C)n[nH]c1C,1%,0.4%,-3%,-0.1%,10%,-9%,4%,6%,0.0%,
O=c1cccc2n1CC1CC2CN(C(c2cccc(F)c2)c2sc3ncnn3c2O)C1 (stereo unspecified),0%,-1.0%,-9%,3.9%,6%,-1%,1%,10%,0.1%,
Cc1sc2ncn(CC(=O)NCC(=O)N3CCC4(CC3)OCCO4)c(=O)c2c1C,0%,/,-9%,1.6%,8%,3%,22%,-5%,-0.2%,
CC(=O)OC1N=C(c2ccccc2)c2cc(C)ccc2NC1=O (stereo unspecified),-3%,-0.7%,-13%,0.5%,6%,-7%,4%,0%,-0.1%,
Cc1ccsc1/C=C1\C(=O)NC(=S)N(C)C1=O,-3%,/,-2%,2.5%,22%,-2%,3%,15%,0.4%,
O=S(=O)(c1ccccc1)N1CN2CCN(C2)C1,-5%,-0.6%,11%,2.2%,10%,-9%,2%,2%,-0.3%,
# Later entries.
SMILES,Dengue-2 NS5 capping,ER stress rescue,Salmonella PhoP GFP,RSV antiviral HEp-2,Rac1 GTP hydrolysis,LYP inhibition,GPR35 antagonists,Large T inhibition,West Nile virus CPE,others
CCC(C)N=Cc1c(O)n(-c2ccccc2)c(=O)[nH]c1=O (stereo unspecified),0%,-0.5%,1%,1.4%,11%,0%,0%,10%,0.3%,
CCOP(=O)(C(NC(=O)c1ccccc1Cl)=C(Cl)Cl)c1ccccc1 (stereo unspecified),-2%,-1.0%,-15%,0.1%,7%,-10%,-2%,3%,0.2%,
CCC(=O)Nc1ccccc1,1%,/,7%,2.3%,-8%,-12%,5%,2%,0.2%,
Cc1ccc(S(=O)(=O)N2CCCC(C(=O)N3CCC4(CC3)OCCO4)C2)cc1 (stereo unspecified),-6%,-0.4%,1%,-0.3%,2%,0%,2%,13%,-0.5%,
CC(=O)Cc1c[nH]c2ccccc12,/,/,-12%,1.4%,/,-4%,49%,12%,0.1%,
CN1C(=O)N(C)C(=O)C2(Cc3ccccc3N3CCOCC32)C1=O (stereo unspecified),0%,-3.7%,-9%,1.6%,7%,0%,16%,2%,0.3%,
COCCCn1c(-c2ccc(OC)cc2)cc(C(=O)NC2CCCCCCC2)c1C,-4%,-0.9%,-6%,3.7%,6%,4%,6%,9%,-1.8%,
CCC(=O)OC1(c2cccc(C)c2)CC(C)N(C)CC1C (stereo unspecified),8%,0.0%,6%,-0.1%,8%,-1%,-1%,6%,-0.1%,
COC(=O)Cn1cc(C=C2C(=O)N(C)C(=O)N(C)C2=O)c2ccccc21,/,/,-75%,0.1%,/,-2%,-12%,-1%,0.0%,
O=C(NCCN1CCOCC1)c1ccc(Cl)nc1,2%,/,/,-0.9%,3%,-5%,-6%,6%,-0.2%,
COc1cc(C2NCc3ccccc3-n3cccc32)ccc1O (stereo unspecified),5%,/,19%,-0.2%,-7%,0%,-1%,30%,-0.1%,
Clc1cccc(C2NCCc3[nH]cnc32)c1 (stereo unspecified),6%,-2.2%,-4%,0.0%,1%,-4%,-5%,2%,-0.2%,
CN(CCc1ccccc1)Cc1ccccc1[N+](=O)[O-],2%,-0.7%,-3%,-1.2%,15%,-13%,-3%,6%,/,
